# Bioassay records (PubChem)
# KOR beta-arrestin-1: kappa opioid receptor activators – cell-based, luminescence, uHTS, primary screen (AID 1777); KOR beta-arrestin recruitment, luminescence; higher % means a stronger effect; one-dose activation, % at 10 µM; EC50 in µM for titrated hits; 280,000 compounds, 0.02% hits; in the data active = activation above about 50%, passing the limit was not always enough; note: a part of the inactive calls stands beside numbers as strong as those of hits
# GPR55 beta-arrestin: GPR55 agonists via beta-arrestin recruitment, primary screen, imaging, U2OS cells, beta-arrestin-GFP redistribution (AID 1961); U2OS GPR55 beta-arrestin-GFP redistribution imaging; higher % means a stronger effect; activation, % at 10 µM; hits with a dose series show EC50 in µM; 290,000 compounds, 0.048% hits;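 active = activation above 40% with more than 50 cells counted in the well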;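 note: U2OS osteosarcoma cells stably expressing GPR55 and beta-arrestin-GFP; plate controls were DMSO negative control for no effect and LPI positive control for full effect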
# HEK293 NOD2/NF-kB: NOD2 signaling inhibitors, cell-based, luminescence, uHTS, HEK293 (AID 1566). inhibition, % at 4 µM; hits with a dose series show EC50 in µM. HEK293 NOD2/NF-kB luciferase reporter, luminescence; higher % means a stronger effect. 290,000 compounds, 0.63% hits; note: many of its hits are not listed in these tables
# KOR beta-arrestin-2: KOR antagonists, beta-arrestin recruitment, cell-based, luminescence, uHTS (AID 1778); 290,000 compounds, 0.091% hits; KOR beta-arrestin recruitment, luminescence, antagonist mode; higher % means a stronger effect; one-dose inhibition, % at 10 µM; IC50 in µM for titrated hits; note: strong numbers were not always called active
# NTR1 agonist: NTR1-driven beta-arrestin-GFP spot formation – imaging, U2OS cells, high content, primary screen (AID 493036); 330,000 compounds, 0.17% hits; activation, % at 20 µM; P30989; agonist mode;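 active = activation at or above 40% of the spot to cytoplasm intensity ratio, with at least 20 cells analyzed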;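 note: 0% = DMSO without peptide and 100% = 100 nM NTR1 peptide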
# Target sequence (P30989 whole entry, looked up): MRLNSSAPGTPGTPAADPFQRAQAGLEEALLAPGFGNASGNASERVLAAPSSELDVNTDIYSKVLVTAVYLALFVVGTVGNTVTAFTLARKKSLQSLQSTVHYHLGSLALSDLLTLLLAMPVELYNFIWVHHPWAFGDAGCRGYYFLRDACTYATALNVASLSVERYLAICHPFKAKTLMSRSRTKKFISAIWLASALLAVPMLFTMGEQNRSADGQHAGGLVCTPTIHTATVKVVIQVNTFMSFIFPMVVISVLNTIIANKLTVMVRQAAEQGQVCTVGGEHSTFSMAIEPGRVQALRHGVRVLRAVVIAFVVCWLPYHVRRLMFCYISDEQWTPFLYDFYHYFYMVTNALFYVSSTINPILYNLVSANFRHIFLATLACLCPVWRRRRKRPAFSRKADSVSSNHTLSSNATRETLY
# NOD1 NF-kB reporter: inhibition of NOD1-driven NF-kB reporter – cell-based, luminescence, uHTS, primary screen (AID 1578); NOD1-driven NF-kB luciferase reporter cells, luminescence; higher % means a stronger effect; 290,000 compounds, 1% hits; one-dose inhibition, % at 4 µM; EC50 in µM for titrated hits; in the data active = inhibition mostly above about 36%, no sharp cut-off; inactive = mostly below about 34%;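 note: HEK-293T reporter cells stimulated with the NOD1 agonist gamma-tri-DAP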
# ER stress rescue: rescue of cells from ER stress-induced death, primary screen, 384-well, CSM14.1, thapsigargin, ATP luminescence (AID 1222) | CSM14.1 thapsigargin-induced death rescue, ATP luminescence; higher % means a stronger effect | cellular ATP content (survival), % at 20 µM; hits with a dose series show EC50 in µM | 190,000 tested, under 10 active;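 active = EC50 below 50 µM in the dose-response confirmation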;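 note: death triggered by thapsigargin at about 15 µM added after 2 h compound pretreatment; cell ATP read after overnight thapsigargin exposure of roughly 18 to 22 hours; normalized against plate controls of thapsigargin alone and 5% DMSO vehicle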
# TNAP activators: human TNAP enzyme activators, primary screen, biochemical, luminescent, no phosphate acceptor, uHTS (AID 1001). purified TNAP, luminescent activation assay, no phosphate acceptor; higher activation fold means a stronger effect. activation fold at 20 µM, or EC50 in µM where a hit was titrated. 200,000 compounds, 0.03% hits; in the data active = activation fold from about 3, or a potency from the dose series; inactive = the rest, 99 in 100 with activation fold below about 1.6; note: many of its hits are not listed in these tables
# Yfh1-depleted yeast: enhancers of respiration in Yfh1-depleted yeast, dose response, Friedreich's ataxia, plus single-dose screen (AID 1465). S. cerevisiae Yfh1-off respiration, WST-1 reduction, 72 h; higher fold induction means a stronger effect. fold induction at 50 µM, or EC50 in µM where a hit was titrated. 220,000 compounds, 0.074% hits;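 active = fold induction of absorbance versus untreated yeast above a set limit, then at least 30% activation at any dose in follow-up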;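 note: activators that raise dye reduction in frataxin-depleted yeast; strong numbers were not always called active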
# NTR1 agonist cell count 20 µM: further read-out of NTR1 agonist, marked with its call; cell count; measured here: cell count, cytotoxicity flag
# Numbers without * were called inactive; i = inactive; · = not tested or not shown; [ ] = another dose, or the depositor's remark. Cut-off read from the data, not from the text of the source, unless noted: active = inhibition above about 50%; inactive = the rest. Some of the compounds tested, so the mix of outcomes need not match the whole.
SMILES | TNAP activators | KOR beta-arrestin-1 | NOD1 NF-kB reporter | ER stress rescue | Yfh1-depleted yeast | NTR1 agonist cell count 20 µM | GPR55 beta-arrestin | HEK293 NOD2/NF-kB | KOR beta-arrestin-2 | NTR1 agonist
Cc1ccc(/C=C2\SC(=S)N(CCC(=O)NNC(=O)c3ccc(O)cc3)C2=O)cc1 | · | 5.6% | -21% | · | · | 54 | -0.1% | -16% | 6% | -1.7
COc1cc(CNn2nnnc2N)ccc1OCc1c(Cl)cccc1Cl | 1.1 | 0.9% | · | -1.1% | i | 72 | -0.2% | 16% | 7% | 1.3
CCOC(=O)Nc1nc(-c2ccccc2)c(C(=O)c2ccc(Cl)cc2)s1 | 1 | -2.0% | 20% | 2.9% | i | 51 | -0.2% | 3% | -24% | 9.1
CN1CCN(C(=O)Nc2ccccc2CC[N+](=O)[O-])CC1 | 1.2 | -0.3% | -36% | 0.5% | i | 46 | 0.2% | 8% | -10% | -0.2
O=c1c2ccccc2nnn1CSc1nnc(C2COc3ccccc3O2)n1-c1ccccc1 (configuration not stated) | 1.1 | 4.0% | 7% | -0.9% | i | 91 | 0.1% | 0% | 10% | 0.5
Nc1cc(=O)[nH]c(SCC(=O)Nc2ccc(Br)cc2)n1 | 1.1 | -2.2% | 5% | · | i | 47 | 0.2% | 7% | -18% | 1.4
CC(C)=C1C(=O)NN(c2ccc(F)c(Cl)c2)C1=O | 1.1 | 0.9% | -17% | -1.7% | i | 59 | -0.1% | -1% | 6% | -0.7
Cc1ccc2nc(-c3cc(N)cc(N)c3)oc2c1 | 1 | 4.8% | 4% | -2.2% | i | 87 | -0.2% | -30% | -1% | 4.7
CN(Cc1c(C(=O)N/N=C/c2cccc(Cl)c2)nnn1-c1nonc1N)c1ccccc1 | · | 3.9% | -25% | · | · | 60 | -0.1% | 5% | -41% | 11
CC(C)C1C(C#N)=C(N)Oc2n[nH]c(-c3ccccc3)c21 (configuration not stated) | 0.6 | 0.5% | -33% | -0.1% | i | 43 | 0.3% | 2% | 10% | 0.2
CCN(CC)CCn1c(SCC(=O)NCCC2=CCCCC2)nc2c(sc3ccccc32)c1=O | 1.2 | -3.2% | -26% | 0.1% | i | 64 | 0.6% | 4% | 10% | 2.9
COC(=O)C(C)NC(=O)C12CC3CC(C1)CC(c1ccc(C)cc1)(C3)C2 (configuration not stated) | · | -4.1% | -5% | · | · | 70 | 0.4% | 12% | -2% | -0.5
COc1ccc(-c2c(NC(C)=O)n(C)c3ccccc3c2=O)cc1 | 1.1 | -0.1% | -15% | 3.8% | i | 103 | 0.3% | -5% | -3% | -3.0
CCOc1cc(C=O)ccc1OCCCN1C(=O)NC(C)(C)C1=O | 1 | 0.6% | -4% | -0.5% | i | 52 | -0.1% | 9% | -9% | 0.2
C=C(C)CSc1nc2ccccc2[nH]1 | 1 | -0.8% | -62% | -4.8% | i | 52 | 0.0% | -19% | -27% | 0.1
CCOc1cc(N2CCOCC2)c(OCC)cc1NC(=O)c1ccc(S(=O)(=O)N(C)C)cc1 | · | 1.6% | 2% | · | i | 46 | -0.1% | 10% | 6% | 0.8
CN(CC(=O)Nc1cccc(Cl)c1)S(=O)(=O)c1ccc2[nH]c(=O)oc2c1 | · | -1.6% | -31% | · | · | 53 | -0.1% | 5% | 9% | 0.0
O=C(CSc1nccn1-c1ccccc1)NCc1ccc(F)cc1 | 1.2 | 0.4% | -21% | -1.7% | i | 60 | 0.3% | 17% | 10% | 0.8
Cc1cccc(C)c1NC(=O)CNC(=O)C(Cc1ccccc1)NC(=O)c1ccccc1 (configuration not stated) | · | -4.7% | -39% | · | · | 41 | -0.1% | 3% | 23% | -0.1
O=C(CCCn1c(=S)[nH]c2cc3c(cc2c1=O)OCO3)NCCc1ccccc1Cl | · | -1.7% | -22% | · | · | 59 | -0.1% | 11% | -3% | 4.1
COc1ccc(CNC(=O)CCCCCNC(=O)N2CCn3c2nc2ccccc23)cc1 | · | · | -2% | · | · | 79 | -0.1% | 11% | · | 1.9
CCN1CCN(CC(=O)N2N=C(c3cccs3)CC2c2ccc(OC)cc2)C(=O)C1=O (configuration not stated) | 1 | 3.7% | 6% | -2.2% | i | 46 | 0.7% | 14% | -10% | -1.7
Cc1ccc2c(c1)NC(=O)C(CC(=O)Nc1ccc(Br)c(C)c1)O2 (configuration not stated) | · | -2.2% | -11% | · | · | 108 | -0.1% | -50% | 1% | 1.5
COc1ccc(C=O)cc1COc1c(F)c(F)cc(F)c1F | 1.2 | -4.7% | -12% | -2.8% | i | 64 | 0.0% | -20% | -5% | 0.8
NC(=O)CSc1nnc(Cc2ccc3c(c2)OCO3)o1 | 1 | -5.2% | -22% | -0.4% | i | 26 | -0.1% | 0% | -14%[20 µM] | -0.1
Nc1cc(=O)[nH]c(SCc2csc(-c3ccccc3)n2)n1 | 1.2 | -3.2% | -7% | -1.1% | i | 60 | -0.3% | -13% | -1% | 2.2
O=C(O)c1ccccc1C(=O)NC1=NN(c2ccccc2)CC1 | · | 6.8% | 2% | · | · | 81 | -0.1% | 15% | 15% | -0.7
O=C(CC1C(=O)NCCN1Cc1ccc(-c2ccccc2)cc1)NCCc1ccccn1 (configuration not stated) | 1.1 | -0.5% | -18% | -1.4% | i | 48 | 0.3% | 5% | -32% | 3.7
CC(C)c1c(O)c2c(n(-c3ccccc3)c1=O)CCCC2 | 1.2 | -1.5% | -39% | -1.2% | i | 72 | 0.1% | -8% | -24% | 0.5
CCCC(=O)Nc1ccc(NC(=O)C2CC2)cn1 | 1 | 0.6% | -23% | -1.2% | · | 56 | 0.2% | -2% | 9% | 1.5
O=c1[nH]c(O)c(C=Nc2ccc(Cl)cc2Cl)c(=O)[nH]1 | · | -0.9% | 6% | · | i | · | -0.3% | 8% | 22% | ·
Cc1ccc(NC(=O)CCCn2c(=O)oc3ccccc32)c(O)c1 | · | 1.0% | -24% | · | · | 49 | 0.3% | -4% | 20% | -0.6
O=C(Cc1ccccc1)N/N=C/c1ccc2c(c1)OCO2 | 1 | -3.2% | -66% | -0.4% | i | 35 | -0.4% | -61% | 15% | 0.3
CCCC(OC(=O)CN1C(=O)COc2ccccc21)C(=O)NC1CCCC1 (configuration not stated) | 1 | -0.8% | -20% | 0.6% | · | 49 | -0.1% | 10% | 18% | 0.0
COc1cccc(C2CC(=O)C3=C(C2)Nc2ccccc2N(C(=O)CCC(=O)O)C3c2ccc(F)cc2)c1 (configuration not stated) | · | -1.3% | -2% | · | i | 49 | 0.4% | 16% | 18% | 0.3
O=C(NN1CCOCC1)c1cn(-c2ccccc2)nc1-c1cccs1 | · | -1.0% | -12% | · | i | 65 | -0.1% | 1% | 2% | -0.2
Cc1cnc(C(=O)Nc2ccc(OC(F)(F)F)cc2)cn1 | · | -5.1% | -21% | · | · | 63 | -0.2% | 3% | -15% | 0.3
CC1CCC(NC(=O)Cn2cc3c(n2)CCCC3)CC1 (configuration not stated) | 1 | -2.0% | -29% | 0.2% | i | 49 | -0.2% | -68% | 13% | 3.2
CCN(CC)C(=O)c1c([N+](=O)[O-])c(C(C)(C)C)nn1C | 1.1 | -5.8% | -20% | -2.1% | i | 84 | -0.1% | 5% | 23% | 1.9
O=C(C1=C[C@H](c2ccc(Br)cc2)C[C@H](OCc2ccc(CO)cc2)O1)N1CCN(Cc2ccc3c(c2)OCO3)CC1 | 1.1 | 0.4% | -6% | 1.6% | i | 91 | -0.2% | 9% | -10% | 0.7
CC1CC(=O)NN=C1c1ccc(NCCO)c([N+](=O)[O-])c1 (configuration not stated) | 1 | -3.0% | -15% | -2.2% | i | 78 | -0.3% | 7% | 10% | 0.1
CCc1cccc2c(C(=O)C(NC(C)CC)c3ccccc3)c[nH]c12 (configuration not stated) | · | -0.6% | -32% | · | · | 46 | -0.1% | 8% | 7% | 1.4
CCCN1C=CC(=CC=C(C#N)C#N)C=C1 | · | -8.4% | -4% | · | >100µM* | 45 | -0.1% | -14% | 26% | -1.4
Cc1cc(C)cc(N(C(=O)c2ccc(Br)o2)C2C=CS(=O)(=O)C2)c1 (configuration not stated) | 1.1 | -2.0% | -21% | -2.0% | i | 73 | 0.1% | 15% | -19% | -1.0
CSc1cccc(NC(=O)CN(c2cc(C)ccc2C)S(C)(=O)=O)c1 | 1.1 | -2.9% | 5% | -2.1% | i | 39 | -0.2% | -6% | -18% | -1.1
CCn1c(=O)cc(O)c2ccccc21 | 1.1 | -3.9% | 7% | -1.0% | i | 56 | 0.3% | -1% | -49% | 0.0
O=C(Cc1cccc2ccccc12)NCC1CCCO1 (configuration not stated) | 1.1 | -2.0% | 1% | -2.7% | i | 58 | 0.0% | 15% | -5% | 3.5
COC(OC)c1ccnc(SCc2ccccc2Cl)n1 | · | 4.5% | -6% | · | i | 37 | 0.1% | 7% | -15% | 0.0
O=C(CN1CCN(c2ccccc2F)CC1)c1ccc2cc[nH]c2c1 | 1.1 | -12% | -8% | 0.1% | · | 66 | -0.1% | 11% | -2% | 1.1
COc1cc(C(O)c2nc3ccccc3n2C(C)C)cc(OC)c1OC (configuration not stated) | · | 3.8% | 59% | · | · | 54 | 0.3% | -8% | -22%[20 µM] | 2.2
O=P(c1ccccc1)(c1ccccc1)c1cc(Br)cc(Br)c1OCCO | · | -2.5% | -2% | · | · | 98 | -0.1% | -19% | 10% | -0.7
CCCCCCSc1nnc(-c2cnn(-c3ccccc3)c2-n2cccc2)n1C | 1 | 2.9% | 4% | 4.1% | i | 51 | 0.3% | 10% | -17% | 11
CCNC(=O)Nc1ccc(OC)cc1OC | 1 | 0.9% | -27% | -0.5% | i | 86 | -0.1% | -10% | -11% | -0.2
COc1ccc2cc(CN(CC3CCCO3)S(=O)(=O)c3ccccc3)c(=O)[nH]c2c1 (configuration not stated) | 1.1 | -5.5% | 9% | -2.0% | i | 42 | 0.0% | 20% | -6% | 0.0
CCc1ccc(NC(=O)CC2C(=O)N(c3cccc(C)c3)C(=O)N2C2CC2)cc1 (configuration not stated) | 1.1 | -4.8% | -8% | 0.4% | i | 54 | -0.3% | -8% | 13% | -0.7
N#CC1=C(N)SC(N)=C(C#N)C1Cc1ccccc1 | 1.2 | 0.2% | 17% | -0.2% | i | 45 | -0.2% | 6% | 18% | 0.6
CC(C)(C)NC(=O)CN(C(=O)CS(=O)CC(=O)Nc1ccc(F)cc1)c1ccc2c(c1)OCCO2 (configuration not stated) | 1 | 7.4% | -42% | -1.4% | i | 35 | -0.8% | 10% | -48% | -0.2
Cc1nc2sc(C(c3cccs3)N3CCC4(CC3)OCCO4)c(O)n2n1 (configuration not stated) | 1 | -17% | -16% | -0.1% | i | 37 | 0.4% | 3% | -24% | -1.5
CN(C)S(=O)(=O)c1ccc(C(=O)Nc2ccccc2SCCC#N)cc1 | 0.9 | -4.6% | -34% | -0.2% | i | 87 | -0.3% | 5% | 7% | -0.8
